High-throughput results deposited in PubChem by National Center for Advancing Translational Sciences (NCATS).
TbPYK inhibitor = blocks Trypanosoma brucei pyruvate kinase; Q57TT1; TbPYK enzyme, Kinase-Glo Plus ATP luminescence, 45 min; Potency, µM (titrated, usually from 76.8 µM), for the others: at the top dose activity, negative = inhibition, usual class: inhibitors; 410,000 tested, 0.12% active; AID 624173; note: potency is the fitted concentration of half-maximal effect; nearly all actives have a fitted effect of over 50% in size
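Luminescent Kinase-Glo Plus end-point after 45 min room-temperature reaction of T. brucei pyruvate kinase started with 130 uM ADP (final). Buffer TEA 50 mM pH 7.2 with KCl, MgCl2, BSA, Tween-20; titration-based qHTS with fitted concentration-effect curves.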
AMA1-RON2 inh = inhibitors of Plasmodium falciparum AMA1-RON2 interaction; AID 720542; 360,000 tested, 0.2% active; Potency, µM (top dose mostly 58.2 µM), for the others: at the top dose activity change, negative = inhibition, most hits filed as inhibitors; AlphaScreen AMA1-biotinylated RON2 peptide binding;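 note: potency is the fitted concentration of half-maximal effect; 0% = vehicle wells and -100% = peptide control; nearly all actives have a fitted effect of over 45% in size; some results filed as inactive show a strong effect at the top dose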
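AMA1 (3D7) with his tag at 25 nM final met compounds first, then biotinylated RON2 peptide at 25 nM; detection used donor plus acceptor beads, 10 µg/mL apiece, read by AlphaScreen after 30 min at room temperature.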
HCMV inh = blocks human cytomegalovirus replication. 410,000 tested, 4.5% active. HFF cells, HCMV-luciferase reporter, 72 h; active compounds read low. activity change, negative = inhibition, % at 57.5 µM; in the data active = activity change below about -60%; inconclusive = no clear call, values can overlap the other calls; inactive = above about -39%
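Human foreskin fibroblasts infected with luciferase-reporter HCMV at MOI 1 PFU/cell, compounds at two doses. Luciferase measured 72 h post infection; normalized to buffer-only basal and Salinomycin (10uM) controls.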
HCV inhibitor = inhibitors of hepatitis C virus infection | 340,000 tested, 3.4% active | Huh7.5.1 HCVcc-Cre infection, luciferase reporter, 44 h | Potency, µM (titrated, usually from 41.8 µM), without a hit: at the highest dose activity change, negative = inhibition, hits mostly inhibitors; note: potency is the fitted concentration of half-maximal effect
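Reporter virus HCVcc-Cre (~0.5 moi) infects cells exposed to compound; seeding density 1,000 cells/well with 4 h settling beforehand. Luminescence, 15 sec read, taken 44 h post-infection following a 15 min RT substrate incubation.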
AmpC inh detg = AmpC beta-lactamase inhibition with detergent present | P00811 | Potency, µM (titrated, usually from 114 µM), for the others: at the top dose activity change, negative = inhibition, most hits filed as inhibitors | 370,000 tested, 0.041% active | AmpC hydrolysis of nitrocefin, absorbance 480 nm, 0.01% Triton;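 note: potency is the fitted concentration of half-maximal effect; 0% = no-compound wells and -100% = no-enzyme wells; nearly all actives have a fitted effect of over 25% in size; some results filed as inactive show a strong effect at the top dose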
Target sequence (P00811 whole entry, looked up): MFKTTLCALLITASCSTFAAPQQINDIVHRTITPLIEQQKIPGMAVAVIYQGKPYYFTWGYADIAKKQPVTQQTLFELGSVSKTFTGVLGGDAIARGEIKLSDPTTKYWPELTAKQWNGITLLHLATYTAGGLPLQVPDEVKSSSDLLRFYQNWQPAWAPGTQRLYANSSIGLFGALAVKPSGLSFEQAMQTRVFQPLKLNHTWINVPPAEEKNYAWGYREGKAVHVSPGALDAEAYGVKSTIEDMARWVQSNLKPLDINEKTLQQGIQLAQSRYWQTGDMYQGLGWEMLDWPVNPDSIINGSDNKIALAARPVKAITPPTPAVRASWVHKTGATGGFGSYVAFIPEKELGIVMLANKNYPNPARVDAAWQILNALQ
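20 mM phosphate pH 7.0 + 0.01% (detergent screen) or 0.0001% Triton X-100; 5.3 nM AmpC reagent; cpd preinc 15 min RT; nitrocefin (800 uM stock) to start; A480 q20 s × 4 min; Activity was normalised to no-enzyme and no-compound control wells.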
AmpC inh no detg = AmpC beta-lactamase inhibition without detergent; P00811; AmpC nitrocefin hydrolysis, absorbance 480 nm, 0.0001% Triton; Potency, µM (titrated, usually from 57.1 µM), without a hit: top-dose activity change, negative = inhibition, actives largely listed as inhibitors; 330,000 tested, 0.52% active; AID 485341;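 note: potency is the fitted concentration of half-maximal effect; plate controls were no compound for no effect and no enzyme for full effect; nearly all actives have a fitted effect of over 20% in size; some results filed as inactive show a strong effect at the top dose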
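20 mM phosphate pH 7.0 + 0.01% (detergent screen) or 0.0001% Triton X-100; 5.3 nM AmpC reagent; cpd preinc 15 min RT; nitrocefin (800 uM stock) to start; A480 q20 s × 4 min; Activity was normalised to no-enzyme and no-compound control wells.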
LmPK inhibitor = inhibitors of Leishmania mexicana pyruvate kinase; purified LmPK, Kinase-Glo ATP luminescence, 1 h; Potency, µM (series often up to 57.5 µM), for the others: top-dose activity change, negative = inhibition, hits mostly inhibitors; 290,000 tested, 0.37% active; AID 1721; note: potency is the fitted concentration of half-maximal effect
Target sequence (Q27686 whole entry, looked up): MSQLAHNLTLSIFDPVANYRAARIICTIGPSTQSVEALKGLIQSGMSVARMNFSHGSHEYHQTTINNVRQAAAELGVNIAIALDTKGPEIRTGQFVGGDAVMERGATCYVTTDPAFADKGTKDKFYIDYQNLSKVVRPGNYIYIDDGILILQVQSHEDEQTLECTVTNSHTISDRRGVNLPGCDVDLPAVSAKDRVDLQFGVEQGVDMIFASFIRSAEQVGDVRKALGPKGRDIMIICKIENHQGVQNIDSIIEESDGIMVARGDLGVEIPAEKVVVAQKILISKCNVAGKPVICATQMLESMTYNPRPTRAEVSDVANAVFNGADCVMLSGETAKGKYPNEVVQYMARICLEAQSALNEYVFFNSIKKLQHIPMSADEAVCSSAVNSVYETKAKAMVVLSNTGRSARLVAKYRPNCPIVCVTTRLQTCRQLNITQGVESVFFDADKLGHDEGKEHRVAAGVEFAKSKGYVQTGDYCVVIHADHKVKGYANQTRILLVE
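In 50 mM imidazole pH 7.2 with 7 mM MgCl2, LmPK (0.1 nM) turned over PEP (0.5 mM) and ADP (0.1 mM) for 1 h at room temperature. Luciferase read-out of ATP.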
Numbers without * were called inactive; u = inconclusive; x = not tested or not shown; [ ] = remark or other dose. Unless noted, calls come from the whole dose curve; as a rule, active = well fitted curve in the direction sought with a large enough effect; inconclusive = small, poorly fitted or top-dose-only effect, or another doubt; inactive = no such curve, though single readings can be large; an effect the other way counts as inactive or inconclusive. Unless noted, % is set by controls: 0 for no effect and ±100 for the full control effect.

Start of the listing, in advance (two entries):
SMILES	TbPYK inhibitor	AMA1-RON2 inh	HCMV inh	HCV inhibitor	AmpC inh detg	AmpC inh no detg	LmPK inhibitor
COc1cccc(N=Nc2c(C)[nH]n(-c3ccccc3)c2=O)c1	0%	u	37	u	u	-27%	3%
COCCN1C(=O)COc2ccccc2C1C(=O)Nc1ccc2c(c1)OCCO2 (stereo not drawn)	-4%	-3%	2	x	x	x	x

This part in full, from the start:
SMILES	TbPYK inhibitor	AMA1-RON2 inh	HCMV inh	HCV inhibitor	AmpC inh detg	AmpC inh no detg	LmPK inhibitor
COc1cccc(N=Nc2c(C)[nH]n(-c3ccccc3)c2=O)c1	0%	u	37	u	u	-27%	3%
COCCN1C(=O)COc2ccccc2C1C(=O)Nc1ccc2c(c1)OCCO2 (stereo not drawn)	-4%	-3%	2	x	x	x	x
COc1cccc(NC(=O)c2ncn[nH]2)c1	-5%	-2%	28	0%	1%	-9%	-4%
O=C(NNc1c(Cl)cc(Cl)cc1Cl)c1n[nH]c(=O)c2ccccc12	1%	-2%	0	-23%	-2%	-12%	3%
O=C(NCCN1CCc2ccccc2C1)C1CCN(S(=O)(=O)N2CCC3(CC2)OCCO3)CC1	2%	15%	-12	17%	1%	34%	2%
Cn1cccc1/C=C1\SC(=Nc2ccc(O)cc2)NC1=O	9%	-5%	-77*	u	2%	-33%	-15%
COC(=O)CC1NC2CCCCC2NC1=O (stereo not drawn)	0%	-13%	3	4%	-3%	-27%	-19%
COc1ccccc1C(=O)NNC(=O)c1ccc(NC(=O)CC(C)C)cc1	6%	57%[activator]	-3	7%	-1%	-2%	7%
NC(=O)c1ccc(NC(=O)CNC(=O)c2sc3ccccc3c2Cl)cc1	0%	-1%	-16	11%	-4%	-34%	x
O=C1NC(=O)c2cc(Oc3ccc([N+](=O)[O-])cc3)ccc21	-8%	-3%	-8	6%	4%	-12%	-2%
CSc1nc(N(C)NC(=O)c2ccc(Cl)cc2)c2ccccc2n1	-13%	-13%	-65*	u	-8%	-49%	-4%
Cc1ccc(C)c(S(=O)(=O)N(C)c2ccc(OC(=O)CN3C(=O)NC4(CCCC4)C3=O)cc2)c1	-3%	-3%	0	-9%	x	x	x
CCOc1ccccc1NC(=O)CSc1nncc2ccccc12	5%	8%	7	-11%	-7%	-23%	1%
O=C(O)c1ccccc1N1C(=O)C2C3CCC(C3)C2C1=O (stereo not drawn)	-5%	-10%	12	8%	-15%	-6%	-5%
ClC1(Cl)CC1Cn1c(C2CC2)nc2ccccc21 (stereo not drawn)	4%	-9%	11	0%	-4%	78%[activator]	2%
Cc1ccc(NC(=O)CSc2nnc(CNC(=O)c3ccccc3F)o2)cc1	0%	33%[activator]	-7	10%	-9%	5%	12%
Cc1ccccc1Nc1nc2ccccc2n1C(C)C	-2%	-10%	-27	-13%	u	-26%	1%
CC(C)(C)SCCNC(=O)CSCc1ccc([N+](=O)[O-])cc1	2%	-8%	11	-20%	4%	9%	1%
Nc1ccccc1C(=O)NCc1ccco1	0%	-6%	1	7%	-11%	-6%	-4%
Cc1ccc(-c2cc(C(F)(F)F)c(C#N)c(SCC(=O)Nc3ccccc3F)n2)cc1	2%	x	86	x	20%	x	x
CCc1nn2c(=O)cc(COC(=O)c3ccc(NC(=O)CCc4ccccc4)cc3)nc2s1	0%	x	-22	x	3%	x	x
COCCNC(=O)CSc1nnc(-c2ccc(OC)c(OC)c2)c(-c2ccc(OC)c(OC)c2)n1	1%	x	8	x	-1%	x	x
CN(C)c1ncnc2c1ncn2[C@H]1CN(Cc2cccnc2)C[C@@H](CO)O1	2%	-4%	-21	x	x	x	x
COc1ccc(OC)c(Nc2nc3ccccc3nc2-n2nc(C)cc2C)c1	-3%	x	-6	x	-6%	x	x
CN(CC(=O)Nc1ccc(C(N)=O)cc1)CC(=O)Nc1ccccc1Cl	-22%	39%[activator]	-6	-8%	1%	-25%	-1%
Remaining list, next part
SMILES	TbPYK inhibitor	AMA1-RON2 inh	HCMV inh	HCV inhibitor	AmpC inh detg	AmpC inh no detg	LmPK inhibitor
Cc1ccc2nc(SCC(=O)Nc3ccc(F)cc3F)nc(=O)n2c1	-1%	3%	-12	23%	-1%	-10%	x
CCOc1ccc(S(=O)(=O)N2CCCCC2)cc1NC(=O)CN1C(=O)NC(C)(c2ccc(C)cc2)C1=O (stereo not drawn)	-6%	60%[activator]	x	10µM*	-13%	17%	x
O=C1CNC(=S)N1Cc1ccc(Cl)cc1	0%	41%[activator]	u	1%	-1%	-26%	-2%
COCCCn1c(Cc2ccccc2)nnc1SCC(=O)N1CCCCC1	3%	33%	-18	-4%	-13%	18%	-2%
CC1(C)Oc2ccc(C(=O)N3CCOCC3)cc2N(CC(=O)Nc2ccccc2)C1=O	-4%	7%	8	8%	6%	-5%	6%
CCCCNC(=O)C1(C)CCN1C(=O)c1cccc(OC(F)(F)F)c1 (stereo not drawn)	3%	11%	-6	x	x	x	x
O=C(c1ccc([N+](=O)[O-])cc1)N1CCSC1c1ccc(Br)cc1 (stereo not drawn)	-16%	-23%	5	u	9%	-9%	0%
COc1cc(C(C)=O)ccc1COc1ccc(C(=O)O)cc1OC	2%	-20%	24	1%	-1%	-17%	4%
Cc1ccccc1NC1=NC(=S)N(CC(N)=O)C12CCOC(C)(C)C2 (stereo not drawn)	-10%	4%	14	10%	3%	1%	-1%
COC(=O)c1ccsc1NC(=O)C1COc2ccccc2O1 (stereo not drawn)	0%	32%[activator]	-9	-16%	u	-18%	2%
O=C(c1cc2ccccc2oc1=O)N1CCSC1c1ccco1 (stereo not drawn)	0%	-7%	17	9%	2%	-51%	4%
C=CCn1c(SCC(=O)O)nnc1-c1cccs1	x	6%	69	5%	5%	-20%	4%
CNC(=O)c1c(NC(=O)c2nc3ccccc3s2)sc2c1CCC2	x	x	x	x	-11%	1%	-1%
CN(C)c1cc[n+](CC(=O)Nc2ccccc2C(F)(F)F)cc1	3%	13%	-5	7%	-10%	-15%	-1%
O=C1NC2(CCCc3ccccc32)C(=O)N1Cc1nnc(-c2ccccc2Br)o1 (stereo not drawn)	-7%	-5%	14	u	u	-22%	0%
O=C(C1CC1)N1N=C(c2ccc(Br)cc2)CC1(O)C(F)(F)F (stereo not drawn)	3%	-2%	10	-20%	-2%	-5%	1%
O=C1CCCC2=C1C(c1ccc(O)c(O)c1)Nc1ccc3ccccc3c12 (stereo not drawn)	u	-18%	11	19%	x	x	x
CCN(CC)CCNC(=O)C1CCC(=O)N(c2ccc(OC)cc2)C1c1ccc(F)cc1 (stereo not drawn)	0%	-17%	12	23%	-9%	-6%	-6%
CCN1C(=NCc2cc(OC)c(OC)c(OC)c2)N[C@@H](c2cccc(C(F)(F)F)c2)C(C(=O)OC)=C1C	0%	-7%	0	u	u	106%[activator]	-4%
COc1cccc(N2CCN(C(=O)CN(C)S(=O)(=O)c3ccc4c(c3)c(=O)n(C)c(=O)n4C)CC2)c1	-8%	19%	-16	-26%	1%	168%[activator]	12%
Cc1ccc(NC(=O)c2c(NC(=O)c3ccc(F)cc3)sc3c2CCCC3)cc1C	-5%	x	21	x	16%	x	x
CCOC(=O)c1c(-c2ccc(C)cc2)csc1NC(=O)/C(C#N)=C/c1ccc(O)c(OC)c1	-3%	15%	u	13%	-5%	8.9µM*	3%
COc1ccccc1C(CNC(=O)c1ccc(NS(=O)(=O)c2ccc3c(c2)OCCO3)cc1)N(C)C (stereo not drawn)	1%	-10%	0	-8%	7%	-59%	x
O=C(OCC(=O)N1CCN(S(=O)(=O)c2ccc(Cl)cc2)CC1)c1cccc(OC(F)F)c1	5%	-5%	-14	-2%	0%	2%	x
CCn1c(COc2ccc(=O)n(-c3ccccc3)n2)nnc1SCc1ccccc1C	-2%	33%[activator]	-65*	17%	-7%	-3%	3%
O=C(Nc1cccc(Cl)c1)Nc1ccnc(-c2cccnc2)n1	1%	-6%	u	u	4%	-1%	0%
CCOc1ccc(Br)cc1S(=O)(=O)N1CC(C)OC(C)C1 (stereo not drawn)	-10%	3%	31	-19%	u	-4%	1%
O=C(COC(=O)c1ccc(CSc2ccc(Cl)cc2)cc1)Nc1ccccc1	-9%	-13%	13	8%	-4%	-36%	0%
Cc1ccccc1S(=O)(=O)N(C)C[C@@H]1OCc2cn(nn2)CCCC(=O)N([C@H](C)CO)C[C@H]1C	5%	-2%	6	x	x	x	x
CCOCC(=O)Nc1ccc([N+](=O)[O-])cc1Cl	-1%	-30%	9	-2%	1%	-2%	6%

Copied from the list.
`CC1(C)Oc2ccc(C(=O)N3CCOCC3)cc2N(CC(=O)Nc2ccccc2)C1=O` @ AmpC inh no detg: -5%
`CCOc1ccc(Br)cc1S(=O)(=O)N1CC(C)OC(C)C1` (stereo not drawn) @ AmpC inh no detg: -4%
`O=C(c1ccc([N+](=O)[O-])cc1)N1CCSC1c1ccc(Br)cc1` (stereo not drawn) @ AmpC inh no detg: -9%

Rewritten with values under each structure: part of the list above.
Results follow in this order: TbPYK inhibitor, AMA1-RON2 inh, HCMV inh, HCV inhibitor, AmpC inh detg, AmpC inh no detg, LmPK inhibitor
Cc1ccc(C)c(S(=O)(=O)N(C)c2ccc(OC(=O)CN3C(=O)NC4(CCCC4)C3=O)cc2)c1
    -3%, -3%, 0, -9%, x, x, x
CCOc1ccccc1NC(=O)CSc1nncc2ccccc12
    5%, 8%, 7, -11%, -7%, -23%, 1%
O=C(O)c1ccccc1N1C(=O)C2C3CCC(C3)C2C1=O (stereo not drawn)
    -5%, -10%, 12, 8%, -15%, -6%, -5%
ClC1(Cl)CC1Cn1c(C2CC2)nc2ccccc21 (stereo not drawn)
    4%, -9%, 11, 0%, -4%, 78%[activator], 2%
Cc1ccc(NC(=O)CSc2nnc(CNC(=O)c3ccccc3F)o2)cc1
    0%, 33%[activator], -7, 10%, -9%, 5%, 12%
